Assay outcomes (PubChem)
BL2 CD40 inh = inhibitors of CD40-induced NF-kB signaling, primary screen, BL2 cells, luciferase reporter, single point; CD40L-induced, 4 h; inhibition, % at 10 µM; 83,000 compounds, 0.94% hits; AID 1053188, 2014;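 active means mean inhibition of at least 50% with a set share of replicates also reaching that level; inconclusive means no clear call, values can overlap the other calls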;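 further: 0% = neutral control wells and 100% = IKK inhibitor VII at 50 µM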
* marks the source's active call; other numbers are inactive results; ? = inconclusive; & = joins results of further samples; [ ] = another dose, or the depositor's remark.

SMILES	BL2 CD40 inh
CN1C(=O)c2cc(NC(=O)c3cccc(F)c3)ccc2OC[C@H]2O[C@H](CC(=O)NCC3CC3)CC[C@@H]21	1.2
Cc1ccc(S(=O)(=O)N2CCOCC2)cc1NC(=O)Nc1ccc([N+](=O)[O-])cc1	4.7
COc1ccccc1CNC(=O)COC(=O)c1sc(C)nc1C	-2.4
COc1cccc(-c2ccc([C@@H]3[C@H]4CN(CC5CC5)CCCCN4[C@H]3CO)cc2)c1	-4.6[25 µM]
C/C(=N\OCC(=O)Nc1nc2ccccc2s1)c1ccccc1	12.7
CCN1CCN(C(c2cccs2)C(C)NC(=O)c2ccco2)CC1 (stereo not given)	15.5
c1ccc(CN2C[C@@H]3N[C@H](C2)C3c2ccc(-c3ccccc3)cc2)cc1 (stereo not given in full)	-36.2&-21.7
CNc1nc(C23CC4CC(CC(C4)C2)C3)cs1	17.2
CCC(=O)O[C@]1(C(=O)CCl)[C@@H](C)C[C@H]2[C@@H]3CCC4=CC(=O)C=C[C@]4(C)[C@@]3(F)[C@@H](O)C[C@@]21C	44.8*
O=C(Nc1ccccc1)N1CC(=O)N2[C@@H](CO)[C@@H](c3ccc(C#CC4CCCCC4)cc3)[C@@H]2C1	26.2[25 µM]
O=C(CCC(=O)c1cccs1)NCc1ccccc1	3.8
O=C(N/N=C/c1ccc(Cl)cc1)c1cc2c(s1)-c1ccccc1CC2	26.2
O=C(Nc1ccccc1Br)c1ccc(N2CCCC2=O)cc1	-71.2
Cc1cc2nccc(-c3cccnc3)n2n1	2.0
COc1ccc(C[C@@H]2CCn3cc(nn3)COCCCNC2=O)cc1	0.1[25 µM]
Cc1ccc(C(=O)NNC(=O)CNc2cccc(Cl)c2)cc1	4.4
Cc1noc(C)c1NC(=O)N(C)C[C@@H]1OCc2ccccc2-c2ccccc2C(=O)N([C@H](C)CO)C[C@@H]1C	-14.1[25 µM]
COc1ccc2nc(SCC(=O)Nc3ccccc3C)[nH]c2c1	-3.0
CN(C)CCCn1c(NC(=O)C2CCCCC2)nc2ccccc21	5.9
Cc1ccc(NS(=O)(=O)c2ccccc2)c2c1CC(C)(C)O2	2.1
O=C(NCC1CCCO1)C1CCN(S(=O)(=O)c2cccc3nonc23)CC1 (stereo not given)	3.1
O=C(Nc1nccs1)[C@@H]1CCCN1S(=O)(=O)c1ccc(Cl)cc1	3.5
CCOCC(=O)Nc1sc2c(c1C(=O)OCC)CCCC2	3.4
O=C1NC2(CCCCC2)Oc2ccccc21	-3.8
O=c1[nH]c2ccccc2nc1C(F)(F)F	19.9

New compounds follow
SMILES	BL2 CD40 inh
COc1cccc(NC(=O)N2CC(=O)N3[C@H](CO)[C@H](c4ccc(C#CC5CCCC5)cc4)[C@H]3C2)c1	-10.3
COc1ccc(C(=O)NCC(=O)OCC(=O)NC23CC4CC(CC(C4)C2)C3)cc1	3.3
CC(C)CC(=O)Nc1nnc(-c2ccco2)s1	-53.6
C=CCNc1nc(Nc2ccc(OC)c(OC)c2)c2sc(-c3ccccc3)cc2n1	-15.9
O=S(=O)(c1ccc(-c2cnc(C3CC3)o2)cc1)N1CCN(c2ccccc2)CC1	5.7
CCc1c(C)nc2ncnn2c1N1CCCC(C(=O)NCc2cccs2)C1 (stereo not given)	13.5
c1ccc(NCCc2ccccn2)cc1	-25.3
CCOC(=O)N1CCN(S(=O)(=O)c2ccc3c(c2)CCN3C(=O)C2CCC2)CC1	2.6
CN1c2ccc(Br)cc2[C@@H]2[C@@H](CCN2S(=O)(=O)c2ccccc2F)[C@H]1CO	4.8[25 µM]
COc1ccc(C(=O)NC(CCSC)C(=O)NCc2nnc3ccccn23)cc1 (stereo not given)	7.1
Cn1c(=O)c2c(nc(NCc3ccccc3)n2CC(=O)NCc2ccccc2)n(C)c1=O	15.6
O=C(Nc1cc(Cl)ccc1-n1cncn1)c1cn2ccccc2n1	-6.0
COc1ccc(S(=O)(=O)Nc2ccc3c(c2)C(=O)N([C@H](C)CO)C[C@@H](C)[C@H](CN(C)C(=O)Nc2ccc(C(F)(F)F)cc2)OCCCC[C@@H](C)O3)cc1	4.6
CC(C)NC(=O)N(C)C[C@@H]1Oc2ccc(NS(C)(=O)=O)cc2C(=O)N(C)C[C@@H]1C	5.3
Cc1ccc(-c2nn(-c3cccc(F)c3)cc2CNCc2cccnc2)o1	-31.0
CC(=O)N1CCN(CC(=O)Nc2ccccc2C(=O)Nc2ccccc2)CC1	-10.3
O=C(c1cccc2ccccc12)C1CCCN(C(=O)CCc2cnccn2)C1 (stereo not given)	-3.2
O=C(CCc1nnc(-c2ccc3c(c2)OCO3)o1)NCCc1ccccc1F	-11.5
COc1ccc(OCC(CO)N2CCN(c3ccccc3)CC2)cc1 (stereo not given)	3.1
N#C[C@H]1[C@H](c2ccccc2)[C@H](CO)N1C(=O)c1ccc2c(c1)OCO2	7.6[25 µM]
O=C(c1cccnc1)N1CCN(C(=O)c2cccs2)CC1	3.4
O=C(CCc1ccccc1)Nc1ccc(S(=O)(=O)Nc2nccs2)cc1	1.4
O=C(O)c1ccc(Nc2nc(-c3ccccc3)c3ccccc3n2)cc1	-1.5
CN(C)CC(=O)N1[C@@H](CO)[C@H](c2ccccc2)C12CN(C(=O)c1ccc(F)cc1)C2	-0.7[25 µM]
CCCCCCCn1c(NC(=O)CC)nc2ccccc21	15.2

As entered above:
In BL2 CD40 inh, CC(C)NC(=O)N(C)C[C@@H]1Oc2ccc(NS(C)(=O)=O)cc2C(=O)N(C)C[C@@H]1C is entered as 5.3
In BL2 CD40 inh, CN1c2ccc(Br)cc2[C@@H]2[C@@H](CCN2S(=O)(=O)c2ccccc2F)[C@H]1CO is entered as 4.8[25 µM]
In BL2 CD40 inh, CN(C)CCCn1c(NC(=O)C2CCCCC2)nc2ccccc21 is entered as 5.9
In BL2 CD40 inh, O=C(c1cccc2ccccc12)C1CCCN(C(=O)CCc2cnccn2)C1 (stereo not given) is entered as -3.2

More records.
SMILES	BL2 CD40 inh
CC(C)C[C@H]1COCc2cn(nn2)CC[C@@H](C)C(=O)N1	7.7[25 µM]
Cc1cnc(C(=O)OCC(=O)N(C(C)C)C(C)C)cn1	6.2
CS(=O)(=O)N1[C@@H](C#N)[C@@H](c2ccccc2-c2ccccc2F)[C@@H]1CO	-4.5[25 µM]
CCCCOc1ccc(C(=O)NCC(=O)OCC(=O)c2c(N)n(C)c(=O)n(C)c2=O)cc1	3.2
COc1ccc(-c2ccc([C@H]3[C@H](CO)N4C(=O)CN(Cc5ccccc5)C[C@@H]34)cc2)cc1	-15.9[25 µM]
CN(c1ccc(C(=O)NCCSC(C)(C)C)cc1)S(C)(=O)=O	-86.9
O=C(Cc1ccc(-n2cccc2)cc1)N1CCc2ccccc21	-21.5
C[C@@H]1CN([C@H](C)CO)C(=O)CCCn2nncc2CO[C@H]1CN(C)Cc1ccccc1C(=O)O	-3.9[25 µM]
COc1ccc(Cl)cc1NC(=O)Nc1cc(C)nc2ccccc12	?
CCCc1cc(=O)[nH]c(SCC(=O)N(CCC#N)c2ccc3c(c2)OCCO3)n1	-3.0
COC(=O)CS(=O)(=O)c1cc([N+](=O)[O-])ccc1NC(=O)OC	3.2
C[C@H](CO)N1C[C@H](C)[C@@H](CN(C)C(=O)Nc2ccc(F)cc2)Oc2c(NS(=O)(=O)c3cn(C)cn3)cccc2C1=O	-4.4[25 µM]
O=c1oc(-c2ccccc2)c(-c2ccccc2)c2ccccc12	4.5
O=S(=O)(NCc1ccccn1)c1ccc2ccccc2c1	-11.6
Cc1ccc(C)c(S(=O)(=O)N2CCN(C(=O)CCc3nc4ccccc4c(=O)[nH]3)CC2)c1	1.6
Cc1occc1C(=O)N/N=C/C1=C(N2CCOCC2)C(=C/c2ccc(Cl)cc2Cl)/CC1	-60.7
Cc1noc(C)c1COc1ccc(C(=O)OCc2nnc(-c3ccc(Cl)cc3)o2)cc1	10.8
CC1CCCCN1C(=O)CN1C(=O)c2ccccc2S1(=O)=O (stereo not given)	-21.1
CN(Cc1cccc(F)c1)CC(O)COCc1ccccc1Cl (stereo not given)	-0.1
Cc1cccc(CN2CCN(Cc3cnn(-c4ccccc4F)c3)CC2CCO)n1 (stereo not given)	-2.0
COC(=O)c1cncc(O)c1	3.5
COc1cccc(S(=O)(=O)N2CC[C@H]3[C@H](CO)Nc4ccc(C#Cc5cccnc5)cc4[C@H]32)c1	-15.5[25 µM]
COc1cccc(CNC(=O)C2CC(=O)N(C3CCCCCCC3)C2)c1 (stereo not given)	3.0
OCCN1CCN(CC(O)COc2ccc3c(c2)OCO3)CC1 (stereo not given)	10.0
Cc1ccsc1C(=O)OCC(=O)N(C)c1c(N)n(Cc2ccccc2)c(=O)[nH]c1=O	-1.7

More results
SMILES	BL2 CD40 inh
O=C(Nc1nccs1)[C@H]1[C@H](CO)[C@H]2Cn3c(cccc3=O)[C@@H]1N2C(=O)C1CCCC1	3.5
Cc1ccc(S(=O)(=O)NCCS(=O)(=O)N2CCN(c3ccc(F)cc3)CC2)cc1	-17.1
COCC#Cc1ccc([C@H]2[C@H]3CN(C(=O)NC4CCCC4)CCCCN3[C@H]2CO)cc1	0.5[25 µM]
c1ccc(Oc2cc(-c3ccccc3)ncn2)cc1	-95.6
O=C(Nc1ccc2sc3ccccc3c(=O)c2c1)c1ccccc1Cl	-66.3
Cc1ccc(-c2ccc3c(c2)O[C@@H](CN(C)Cc2cncnc2)[C@H](C)CN([C@@H](C)CO)S3(=O)=O)cc1	3.1[25 µM]
CN(C)c1ccc(NC(=O)c2cnsn2)cc1	65.4*
O=C(NCCCn1ccnc1)c1cc2c(s1)CCCCC2	-20.3
Cc1cc(Cl)c(S(=O)(=O)Nc2cc(S(=O)(=O)N3CCOCC3)ccc2F)cc1OCC(N)=O	12.6
O=C1NC(Cc2c[nH]c3ccccc23)C(=O)N1c1ccc(F)cc1 (stereo not given)	2.8
FC(F)(F)c1cc(-c2ccco2)nc(N2CCOCC2)n1	1.1
O=C1CCN(Cc2nnnn2CC2CCCO2)c2ccccc2N1 (stereo not given)	10.1
CCOC(=O)C1=C(COC(=O)/C=C/c2ccc(OC)cc2OC)NC(=O)NC1C (stereo not given)	-6.3
CC(=O)c1c(C)[nH]c(C(=O)N2CCN(C(=O)c3ccco3)CC2)c1C	9.5
CCOC(=O)C1(CCOC)CCN(Cc2cnc(-c3cccc(C)c3)nc2)CC1	10.6
Cc1ccc2c(c1)N(CC(=O)NCCc1ccccc1)C(=O)c1cccnc1O2	-3.9
Cc1noc(C)c1COc1cccc(C(=O)OCC(=O)NCCN2C(=O)CSC2=O)c1	-0.2
c1ccc2c3c(c(CN4CCCCC4)cc2c1)COC3	-3.8
COc1ccccc1-c1ccc([C@@H]2[C@@H](C#N)N(C(=O)C3CCC3)[C@@H]2CO)cc1	1.4
NNC(=O)CN1C(c2ccccc2)=Nc2ccc(Br)cc2C1c1ccccc1 (stereo not given)	6.6
Cc1ccc(C(=O)N2CCN(S(=O)(=O)c3ccccc3C#N)CC2)cc1S(=O)(=O)N1CCOCC1	4.0
CC(=O)N1CC23C=CC(CC2CC12CCCCCC2)O3 (stereo not given)	2.8
CCCN(CCC)S(=O)(=O)c1ccc(Cl)c(OC)c1	9.0
CCOc1ccc(S(=O)(=O)NCCC(=O)NCC2CCCO2)cc1 (stereo not given)	8.0
CC1(C(=O)O)CCCN(C(=O)c2ccc(F)cc2Cl)C1 (stereo not given)	2.0

Additional structures follow:
SMILES	BL2 CD40 inh
c1ccc2sc(N3CCOCC3)nc2c1	-29.4
COc1ccc(C(=O)C2CCCN(C(=O)Cn3cncn3)C2)cc1OC (stereo not given)	-11.7
COCCNC(=S)N1C2CCC1CC(NC(=O)NC13CC4CC(CC(C4)C1)C3)C2 (stereo not given)	19.4
N#C[C@H]1[C@@H](c2ccccc2-c2ccccc2)[C@H](CO)N1C(=O)Cc1ccccc1	7.2[25 µM]
COc1ccc(N/N=C(\C#N)C(=N)N2CCOCC2)cc1	-26.0
O=C(c1ccc2c(c1)OCO2)N1C[C@@H]2N[C@H](C1)C2c1ccc(-c2ccccc2F)cc1 (stereo not given in full)	6.8&2.1[25 µM]
CCCCN(C(=O)c1c(CC)noc1C)c1c(N)n(CCCC)c(=O)[nH]c1=O	19.5
C[C@H]1CN(C)C(=O)c2cccc(N(C)C)c2O[C@H]1CN(C)C	0.0
COc1ccc(-c2ccc(C3[C@@H]4CN(S(=O)(=O)c5ccccc5C)C[C@H]3N4)cc2)cc1 (stereo not given in full)	2.8&-10.2[25 µM]
CC(C)CCNC(=O)c1ccccc1SCC(=O)NC1CCCCCCC1	2.5
Cc1cc(C(=O)N2C(C)CCCC2C)no1 (stereo not given)	-2.3
CNC(=O)Nc1cccc(C(F)(F)F)c1	-10.5
CCC(C)[C@H](NC(=O)NCc1ccc(S(N)(=O)=O)cc1)C(=O)OC (stereo not given in full)	6.3
Cc1cc(C)n2nc(N)nc2n1	11.4
O=C(O)C1CCC(Cn2c(SCc3cc(=O)n4cc(Cl)ccc4n3)nc3ccsc3c2=O)CC1 (stereo not given)	2.2
C=CCSc1nc(C)c(CCCC)c(=O)[nH]1	-0.3
O=C(Cn1cnc2ccccc2c1=O)OCC(=O)c1ccc2c(c1)OCCO2	-89.6
CCOc1ccc(S(=O)(=O)NCCC(=O)NCC(c2cccs2)N(C)C)cc1 (stereo not given)	-22.6
CC(=O)c1cccc(S(=O)(=O)N2CCC(C(=O)NC3CCCC3)CC2)c1	6.3
O=C(c1ccccc1)N1CCOC12CCN(c1ncc(C(F)(F)F)cc1Cl)CC2	5.0
CN1c2ccc(Br)cc2[C@H]2[C@H](CCN2S(=O)(=O)c2ccc(F)cc2)[C@H]1CO	16.3[25 µM]

BL2 CD40 inh, hit marks shown above
SMILES	BL2 CD40 inh
CCC(=O)O[C@]1(C(=O)CCl)[C@@H](C)C[C@H]2[C@@H]3CCC4=CC(=O)C=C[C@]4(C)[C@@]3(F)[C@@H](O)C[C@@]21C	44.8*
CN(C)c1ccc(NC(=O)c2cnsn2)cc1	65.4*

Of the compounds above, five have an aryl thioether with sulfur outside any ring:
SMILES	BL2 CD40 inh
COc1ccc2nc(SCC(=O)Nc3ccccc3C)[nH]c2c1	-3.0
CCCc1cc(=O)[nH]c(SCC(=O)N(CCC#N)c2ccc3c(c2)OCCO3)n1	-3.0
CC(C)CCNC(=O)c1ccccc1SCC(=O)NC1CCCCCCC1	2.5
O=C(O)C1CCC(Cn2c(SCc3cc(=O)n4cc(Cl)ccc4n3)nc3ccsc3c2=O)CC1 (stereo not given)	2.2
C=CCSc1nc(C)c(CCCC)c(=O)[nH]1	-0.3

A portion of the library (hit frequency here may not be typical).
